Siah-1 displacement – Siah-1 peptide-binding antagonists, primary screen, biochemical, fluorescence polarization, rhodamine-plectin, uHTS (AID 1817). Siah-1 / rhodamine-plectin peptide fluorescence polarization; higher % means a stronger effect. one-dose displacement, % at 20 µM; IC50 in µM for titrated hits. actives 0.02% (n = 290,000);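 active = displacement of at least 50% at 20 µM, with a fluorescence ratio check between 0.3 and a set limit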;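 note: plate controls were Siah plus tracer with DMSO for no effect and tracer alone without Siah for full effect; strong numbers were not always called active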
HEK293 NOD2/NF-kB – inhibition of NOD2-driven NF-kB reporter – cell-based, luminescence, uHTS, HEK293 (AID 1566) | inhibition, % at 4 µM, or EC50 in µM where a hit was titrated | HEK293 NOD2/NF-kB luciferase reporter, luminescence; higher % means a stronger effect | actives 0.63% (n = 290,000); note: many of its hits are not listed in these tables
AID2073 – inhibitors of Mint1-CaV2.2 protein interaction, biochemical, HTRF (AID 2073). HTRF protein-protein interaction, Mint1-CaV2.2; higher % means a stronger effect. inhibition, % at 20 µM; hits with a dose series show IC50 in µM. actives 0.19% (n = 290,000); in the data active = inhibition mostly above about 51%, no sharp cut-off; inconclusive = no clear call, values can overlap the other calls; inactive = mostly below about 53%; note: some results filed as inactive read as strong as hits
Lipid droplet – modulators of hepatic lipid droplet formation; AML12 mouse hepatocytes, oleate lipid droplets, BODIPY imaging; inhibition, % at 6.5 µM; actives 0.4% (n = 240,000); AID 1656;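 active = lipid droplet intensity inhibited by at least 50%, with more than 500 cells counted; inconclusive = wells with under 300 cells, treated as cytotoxic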
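Material: mouse AML12 hepatocyte cell line, fixed after treatment; Timing: compound with oleate, overnight; Technique: high-content imaging of BODIPY-stained droplets and DAPI nuclei; Probe or stimulus: oleate, 100 µM final; Dosing: compound at 6.5 µM only.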
LYP inhibition – inhibitors of LYP phosphatase, biochemical, fluorescence intensity, uHTS (AID 1779); recombinant LYP phosphatase, fluorescence intensity; higher % means a stronger effect; inhibition, % at 11.5 µM; hits with a dose series show IC50 in µM; actives 0.054% (n = 290,000);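 note: plate controls were vehicle with enzyme for no effect and no enzyme for full effect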
M1AAP inhibition – malaria alanyl aminopeptidase activity blockers – biochemical, fluorogenic H-Leu-NHMec substrate, 1536-well (AID 1445). recombinant M1AAP, H-Leu-NHMec fluorogenic kinetic assay; higher % means a stronger effect. one-dose inhibition, % at 30 µM; IC50 in µM for titrated hits. actives 0.42% (n = 220,000);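 active = primary inhibition above the hit cutoff, then over 50% inhibition at one or more dose response concentrations, cut at about 23% in these data, passing the limit was not always enough; inconclusive = conflicting primary data, or primary hits not chosen for dose response; inactive = low primary inhibition, or under 50% at every dose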;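 note: plate controls were DMSO full reaction for no effect and no enzyme background for full effect; strong numbers were not always called active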
P. falciparum M17LAP – P. falciparum M17LAP inhibitors, primary screen, biochemical, fluorogenic H-Leu-NHMec substrate, 1536-well (AID 1619); inhibition, % at 30 µM; hits with a dose series show IC50 in µM; actives 0.38% (n = 220,000); recombinant M17LAP, H-Leu-NHMec fluorogenic kinetic assay; higher % means a stronger effect;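 active = compound inhibiting the enzyme by more than half at any dose during confirmatory dose-response retesting; inconclusive = strong single-dose inhibitors picked by rank but not retested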;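 note: plate controls were full reaction with DMSO carrier for no effect and no enzyme background for full effect; strong numbers were not always called active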
XIAP antagonists – XIAP antagonists, biochemical, IAP family, fluorescence polarization (AID 1018) | XIAP BIR domain, fluorescence polarization peptide displacement; higher % means a stronger effect | displacement, % at 20 µM; hits with a dose series show IC50 in µM | actives 0.007% (n = 200,000); in the data active = displacement above about 50%; note: a part of the inactive calls stands beside numbers as strong as those of hits
ER stress rescue – rescue of cells from ER stress-induced death, primary screen, 384-well, CSM14.1, thapsigargin, ATP luminescence (AID 1222) | 190,000 tested, under 10 active | CSM14.1 thapsigargin-induced death rescue, ATP luminescence; higher % means a stronger effect | one-dose cellular ATP content (survival), % at 20 µM; EC50 in µM for titrated hits;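 active = EC50 below 50 µM in the dose-response confirmation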;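 note: death triggered by thapsigargin at about 15 µM added after 2 h compound pretreatment; cell ATP read after overnight thapsigargin exposure of roughly 18 to 22 hours; normalized against plate controls of thapsigargin alone and 5% DMSO vehicle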
Lipid droplet cells 6.5 µM – also measured in Lipid droplet; calls as there; cell count; measured here: cell count, cytotoxicity flag;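 cells counted across two imaged fields per well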
Active calls of the source: *; ? = inconclusive; / = no result given. Cut-off read from the data, not from the text of the source, unless noted: active = inhibition above about 50%; inactive = the rest.

SMILES | Siah-1 displacement | HEK293 NOD2/NF-kB | AID2073 | Lipid droplet | Lipid droplet cells 6.5 µM | LYP inhibition | M1AAP inhibition | P. falciparum M17LAP | XIAP antagonists | ER stress rescue
Cc1cc(=O)oc2cc(OCC(=O)N3CCN(C(=O)c4ccco4)CC3)ccc12 | -2% | 2% | -3% | 4 | 713 | -7% | 4% | -8% | -8.1% | 2.9%
CCOC(=O)C1=C(C)Nc2nc3ccccc3n2C1c1ccccc1 (stereo not drawn) | 6% | 3% | ? | 6 | 768 | 2% | 0% | 8% | -4.7% | 1.3%
Cc1ccc(-c2nnn(CC(=O)N3CCN(c4ccccc4)CC3)n2)o1 | 3% | 13% | 6% | 2 | 789 | -2% | 4% | -4% | -4.4% | -3.5%
Cc1ccc(N2CN(Cc3ccco3)CNC2=S)c(C)c1 | -5% | -2% | -7% | 3 | 658 | 0% | -2% | 28% | -7.1% | -2.1%
CSc1ccc(C(=O)C2CCCN(C(=O)c3nn(C)c(=O)c4ccccc34)C2)cc1 (stereo not drawn) | 13% | 18% | 6% | -33 | 713 | -7% | 2% | 0% | -4.5% | 12%
CCOC(=O)CN(Cc1ccccc1)C(=O)OC(C)(C)C | 0% | 3% | 2% | -2 | 822 | -10% | / | / | / | /
Cc1nnc(SCc2cnc(-c3ccccc3)o2)[nH]c1=O | -3% | -13% | -10% | 20 | 626 | 0% | -1% | 13% | -8.3% | /
CCOc1ccc(/C(O)=C2/C(=O)C(=O)N(c3ncccn3)C2c2ccc(Cl)cc2)cc1 (stereo not drawn) | -5% | -10% | 18% | 5 | 715 | -4% | 9% | 28% | / | /
CCOc1ccc(C2/C(=C(/O)c3ccc(Cl)cc3)C(=O)C(=O)N2CCCN(C)C)cc1OC (stereo not drawn) | 28% | 8% | 15% | / | / | -10% | / | / | -1.1% | 2.8%
Cc1ccnc(NC(=O)c2ccc(Cl)c(NC(=O)c3ccccc3C)c2)c1 | -2% | 13% | 8% | -2 | 802 | -7% | / | / | / | /
Cc1cc(C)cc(N(CC(=O)Nc2ccccc2)C2=NC3CS(=O)(=O)CC3S2)c1 (stereo not drawn) | 6% | 2% | -10% | -12 | 703 | -7% | 0% | 8% | -5.3% | -0.8%
Nc1ccc2nc(CCc3ccccc3)[nH]c2c1 | -2% | -54% | -8% | -20 | 515 | -6% | 5% | 2% | -4.4% | -2.7%
CN(C)CC(=O)Nc1cc(C(F)(F)F)ccc1Cl | -3% | 5% | 1% | -7 | 632 | -6% | -2% | 3% | -7.8% | /
CCOC(=O)N1CCN(c2cc(=O)n(-c3cccc(Br)c3)c(=O)[nH]2)CC1 | 1% | 0% | 9% | -3 | 672 | -6% | 2% | 20% | -2.0% | -1.5%
Cc1ccc(C(=O)CC(=O)c2ccccc2)cc1 | -2% | -32% | 2% | 1 | 796 | -7% | / | / | / | /
Cc1ccc(-c2cc(C(F)F)nc(NCC3CCCO3)n2)cc1 (stereo not drawn) | 2% | 11% | 43% | -6 | 731 | -3% | 5% | 5% | -4.7% | 0.1%
O=S(=O)(NCC1CCCO1)c1cnc(Cl)c(Br)c1 (stereo not drawn) | 0% | 6% | 4% | -8 | 601 | -10% | -4% | -8% | -2.3% | -0.9%
COc1ccc(S(=O)(=O)Nc2nc3n(n2)C(c2ccc(Cl)cc2)CC(=O)N3)cc1 (stereo not drawn) | -2% | 2% | 1% | / | / | -3% | 4% | -1% | -0.9% | -2.6%
Cc1ccc2nc(SCc3ccc([N+](=O)[O-])cc3)nc(C)c2c1 | -3% | -9% | 0% | -13 | 578 | 9% | 7% | -1% | -0.3% | -1.1%
O=C(CCN1C(=O)c2cccc3cccc(c23)C1=O)NC1CCS(=O)(=O)C1 (stereo not drawn) | 2% | -25% | -6% | -1 | 698 | -4% | 3% | 6% | / | /
C=C(C)CNC(=O)CCc1nnc(Cc2cccc(C(F)(F)F)c2)o1 | -2% | -30% | 5% | -5 | 578 | -10% | 3% | 1% | -1.8% | -1.8%
O=C(O)c1cccc(NC(=O)C23CC4CC(C2)CC(n2cnc(Cl)n2)(C4)C3)c1 | 4% | 18% | 2% | / | / | -12% | 1% | -2% | -1.8% | 0.5%
CCOc1cc(C(=O)Nc2ccc(N3CCOCC3)cc2)cc(Br)c1OC | 0% | -5% | -10% | 7 | 701 | -10% | 3% | 3% | -1.6% | 0.3%
O=C(COc1ccccc1C(=O)O)Nc1ccc(SC(F)F)cc1 | 23% | 10% | -5% | 23 | 709 | -2% | 1% | -4% | -4.0% | -5.7%
O=c1c2ccccc2sn1-c1nccs1 | 8% | 12% | -67% | 11 | 709 | -6% | 8% | -5% | -3.0% | -2.0%
Remaining list, next part:
SMILES | Siah-1 displacement | HEK293 NOD2/NF-kB | AID2073 | Lipid droplet | Lipid droplet cells 6.5 µM | LYP inhibition | M1AAP inhibition | P. falciparum M17LAP | XIAP antagonists | ER stress rescue
CCn1c(SCC(=O)Nc2nc(C)cs2)nnc1C(C)NC(=O)c1ccccc1 (stereo not drawn) | -1% | 10% | -4% | / | / | 1% | 7% | 0% | -0.8% | 1.5%
Cc1ccc(Cl)cc1NC(=O)CCN1C(=O)C2C3CCC(C3)C2C1=O (stereo not drawn) | 9% | 18% | 13% | -17 | 629 | -4% | 0% | 30% | -0.7% | -0.1%
Cc1nc(N2CCCCC2)c(C#N)c(C)c1[N+](=O)[O-] | 10% | 15% | 0% | -10 | 673 | -5% | 2% | 0% | -0.6% | -1.1%
Cc1c(C(=O)NCC(c2ccco2)N2CCCC2)oc2ccc(Cl)cc12 (stereo not drawn) | -5% | -9% | 4% | 3 | 736 | -9% | / | / | / | /
CCOc1ccc(OCCC(=O)NNC(=O)c2nn(C)c(=O)c3ccccc23)cc1 | -7% | -8% | 9% | 9 | 824 | 1% | / | / | / | /
CC(=O)c1cccc(NC(=O)c2ccccc2-c2ccccc2C(=O)O)c1 | 9% | -6% | 10% | 5 | 855 | 0% | / | / | / | /
COc1ccccc1C(=O)C1CCCN(C(=O)c2cccc(Cn3cccn3)c2)C1 (stereo not drawn) | 4% | 18% | 20% | -16 | 678 | -2% | / | / | / | /
CCN(CC)C(=S)SCC(=O)Nc1ncc2c(n1)CCCC2=O | 4% | 2% | 5% | 6 | 749 | -3% | 1% | -3% | / | /
COc1cccc(NC(=O)COC(=O)Cc2ccc(Cl)cc2)c1 | -2% | -3% | 10% | 10 | 683 | -8% | -5% | -3% | -9.5% | -2.4%
O=C(c1ccc(CS(=O)Cc2cccc(Cl)c2)o1)N1CCN(C2CCCCC2)CC1 (stereo not drawn) | 3% | 9% | -7% | 0 | 715 | -5% | / | / | / | /
COc1ccc(N(CC(=O)NCCc2ccc(OC)c(OC)c2)S(=O)(=O)c2ccc(OC)c(OC)c2)cc1 | -6% | 13% | 11% | 0 | 807 | -4% | / | / | / | /
Cn1ncc([N+](=O)[O-])c1C(=O)Nc1ccc(Cl)cc1 | 6% | -5% | -2% | 15 | 829 | -5% | / | / | / | /
COC(=O)C(Cc1ccccc1)NC(=O)CC(C)CC(=O)Nc1ccc(C)cc1 (stereo not drawn) | 2% | -6% | 8% | 25 | 802 | -6% | / | / | / | /
N=c1ccn2c(n1)O[C@H]1[C@H](O)[C@@H](CO)O[C@H]12 | 4% | 21% | 6% | / | / | -6% | / | / | / | /
COc1ccc(CNC(=O)COc2ccc(S(=O)(=O)NC(C)C)cc2)cc1 | 0% | -2% | -6% | 9 | 773 | -1% | 8% | -17% | -7.3% | -4.3%
Cc1ccc(C(=O)Nc2cccnc2)cc1[N+](=O)[O-] | -4% | 5% | -5% | 1 | 686 | -8% | -2% | 15% | -2.2% | 1.8%
OC(CCN1CCC2(CC1)OCCO2)C(F)(F)F (stereo not drawn) | 10% | -2% | 2% | 5 | 731 | -6% | 1% | -1% | -3.5% | /
Cc1nc(-c2ccc(Cl)cc2)sc1C(=O)O | 4% | -47% | 14% | 5 | 715 | -3% | 7% | -6% | -0.9% | -1.0%
Cn1cccc1/C=N/NC(=O)c1cc(-c2cccs2)nc2ccccc12 | -6% | -5% | 22% | -11 | 692 | 8% | 9% | 20% | -6.2% | -2.0%
C(=C\c1ccc2ccccc2n1)/c1ccccc1 | 0% | -176% | 40% | 8 | 741 | -2% | 2% | 10% | / | /
NNC(=O)c1nnn(-c2nonc2N)c1CN1CCCC1 | -2% | 11% | 3% | -2 | 877 | -12% | / | / | / | /
CCN(CC)CCNC(=O)CCc1c(C)nc2c(c(C)nn2-c2ccc(C)c(C)c2)c1C | -1% | 16% | 21% | -48 | 725 | -7% | / | / | / | /
Cc1ccc(S(=O)(=O)N/N=C\c2ccc3c(c2)OCO3)c(C)c1 | 7% | 15% | -3% | -8 | 714 | -5% | / | / | / | /
COc1ccc(NC(=O)Cn2nc(C(=O)O)c3ccccc3c2=O)cc1OC | 0% | -14% | -1% | -4 | 789 | -8% | / | / | / | /
O=C(O)[C@@H]1CSC2c3ccccc3C(=O)N21 (stereo partly drawn) | -2% | 8% | 7% | -4 | 420 | -5% | / | / | / | /
Further structures:
SMILES | Siah-1 displacement | HEK293 NOD2/NF-kB | AID2073 | Lipid droplet | Lipid droplet cells 6.5 µM | LYP inhibition | M1AAP inhibition | P. falciparum M17LAP | XIAP antagonists | ER stress rescue
COc1ccc(Cl)cc1S(=O)(=O)N1CCCC1 | 0% | 17% | -5% | -23 | 743 | -6% | 1% | 1% | -2.6% | -1.0%
CCOCCCNC(=O)c1cn(CC)c2ccc(S(=O)(=O)N(C)C3CCCCC3)cc2c1=O | 2% | 10% | 5% | 7 | 736 | -6% | / | / | / | /
CCOC(=O)/C=C(/C)N1N=C(c2ccc(OC)cc2)CC1c1cccc([N+](=O)[O-])c1 (stereo not drawn) | -18% | -4% | 11% | -6 | 659 | 6% | 4% | 2% | -0.2% | -0.3%
C/C(=N/NC(=O)CCC(=O)Nc1ccc(Br)cc1)c1ccc(Br)cc1 | 8% | -14% | 2% | 5 | 706 | 0% | / | / | / | /
CCOC(=O)c1ccccc1NC(=O)CC(C)CC(=O)O (stereo not drawn) | -1% | 9% | 1% | 6 | 677 | -5% | 5% | 33% | -3.5% | -2.0%
Cc1cc(=O)oc2cc(OCC(=O)OCC(=O)Nc3ccc4ccccc4c3)ccc12 | -2% | 7% | 13% | 12 | 683 | 2% | 5% | -11% | -1.2% | -3.4%

Screening results: PubChem BioAssay, several laboratories

A portion of the library; count on the stated rates, not on these rows.
